# Bioassay records deposited in PubChem BioAssay by National Center for Advancing Translational Sciences (NCATS).
# Chronic BCR inh – blocks chronic active B-cell receptor signaling | ABC-DLBCL IkBa-CBG/CBR reporter, luminescence ratio, 4 h | Potency, µM (series often up to 46.1 µM), for inactives: at the highest dose ratio change, negative = lower green/red ratio, actives largely listed as inhibitors | hit rate 0.05% among 340,000; active means well fitted inhibition curve with a large enough effect in the signal ratio, with a control signal flat, not every such curve was filed as active; inconclusive means small, poorly fitted or top-dose-only effect, or effect the other way, or a change in a side signal; the % refers to the signal ratio;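 further: potency means the concentration at half of the fitted maximal effect; plate controls were basal doxycycline-induced cells for no effect and cells given 10 µM MG132 for full effect; MG132 reads +100%, hits lower the ratio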
#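 TMD8 ABC-DLBCL cells carrying doxycycline-inducible green luciferase fused to IkappaBalpha plus unfused red luciferase were exposed to compounds (up to 46 uM) for 4 hrs at 37C. Activity came from the overlap-corrected green/red luminescence ratio.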
# uPA surface inh – blocks generation of uPA at the cell surface | Potency, µM (highest dose often 38.3 µM), without a hit: at the highest dose activity change, negative = inhibition, most hits filed as inhibitors | AID 540303 | hit rate 0.31% among 330,000 | cell surface uPA generation assay, qHTS; active means well fitted inhibition curve with a large enough effect; inconclusive means small, poorly fitted or top-dose-only effect; inactive means no such curve, though single readings can be large or run the other way; tested in mouse RAW 264.7 cells; further: potency means the concentration at half of the fitted maximal effect; on the % scale 0 is the no-effect control and ±100 the full control effect; nearly all actives have a fitted effect of over 55% in size
# TSHR antagonist – blocks TSH signaling through the human TSH receptor; P16473; TSHR-expressing cells, TSH-stimulated cAMP HTRF, 2 h; active compounds read low; activity change, negative = inhibition, % at 11.5 µM; hit rate 0.2% among 330,000; AID 504810;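 active means activity change below a set negative limit, meaning inhibition stronger than a set level, cut at about -70% in these data; inconclusive means activity change between two set negative limits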; further: on the % scale 0 is the no-effect control and ±100 the full control effect
#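 Competitive HTRF cAMP read-out (cryptate anti-cAMP antibody, cAMP-d2; 30 min, room temperature) in freshly harvested TSHR cells. Compounds added before TSH at EC80 (4nM final), followed by 2 hours' incubation at 37 deg C.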
# Eya2 phos inh – blocks the phosphatase activity of human Eya2; hit rate 0.006% among 330,000; Potency, µM (doses to about 76.9 µM), for the others: top-dose activity, negative = inhibition, usual class: inhibitors; O00167; recombinant Eya2, OMFP fluorescence dephosphorylation (OMFP is methylfluorescein phosphate); further: potency means the concentration at half of the fitted maximal effect; on the % scale 0 is the no-effect control and ±100 the full control effect
#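 Eya2 (0.2 uM) preincubated 10 min at ambient with compound, then OMFP substrate added at 50 uM; 10 min reaction in 50 mM HEPES pH 7.5, 50 mM NaCl, 5 uM MgCl2, 0.05% BSA, 1 mM DTT. Fluorescence read at Ex 485/Em 525 nm.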
# TSG101-PTAP inh – blocks PTAP/TSG101 interaction to inhibit HIV-1 budding; 340,000 tested, under 10 active; Potency, µM (doses to about 115 µM), without a hit: at the highest dose activity change, negative = inhibition, most hits filed as inhibitors; Fluorescence polarization, FITC-PTAP peptide / Tsg101 binding; Q99816; active means well fitted inhibition curve with a large enough effect in the main read-out, with a control signal flat, not every such curve was filed as active; inconclusive means small, poorly fitted or top-dose-only effect, or effect the other way, or a change in a side signal; inactive means no such curve, though single readings can be large or run the other way; further: potency means the concentration at half of the fitted maximal effect; % of control where 0% means no effect
#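 Fluorescence polarization binding of Tsg101 binding domain (10 uM final) to FITC-labeled PTAP peptide (50 nM final) in HEPES pH 7.5 buffer with NaCl, Tween 20, EDTA, TCEP. Compounds added before peptide; binding 20 min at RT.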
# Mito fusion act – blocks mitochondrial division or promotes mitochondrial fusion. AID 485298. Potency, µM (top dose mostly 46.1 µM), without a hit: at the highest dose growth rescue (activation), most hits filed as activators. S. cerevisiae fusion-defective mutant growth rescue, CellTiterGlo 48 h. hit rate 0.23% among 320,000;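 further: potency means the concentration at half of the fitted maximal effect; % of control where 0% means no effect; nearly all actives have a fitted effect of over 45% in size; temperature-sensitive fusion mutants such as fzo1-1 at 37 °C on non-fermentable ethanol glycerol medium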
#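 Compounds are tested for their ability to restore growth of mitochondrial fusion-defective yeast strains at non-permissive 37C in YPEG medium over 48 hours. Viability is quantified by luciferase luminescence.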
# TCR act – activators of T cell receptors. Potency, µM (top dose mostly 9.22 µM), for inactives: at the highest dose activation of IL-2 secretion, hits mostly activators. primary human leukocytes, anti-CD3, IL-2 HTRF, 48 h. AID 504894. 330,000 tested, under 10 active; further: % of control where 0% means no effect
#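 HTRF read-out of IL-2 secretion: europium cryptate donor excited at 320nm, d2 acceptor emission at 665nm. Cells were primary human leukocytes incubated 48 hr with compounds and a-CD3 beads, supplying TCR signal only.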
# USP2a block – USP2a (human) protease inhibition; USP2 core, Ub-CHOP2 coupled fluorogenic reporter, 485/531; Potency, µM (top dose mostly 38.3 µM), without a hit: at the top dose activity change, negative = inhibition, actives largely listed as inhibitors; hit rate 0.01% among 330,000; O75604;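 further: potency means the concentration at half of the fitted maximal effect; plate controls were DMSO wells for no effect and full inhibition by NEM control for full effect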
#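 USP2 core (10nM final) preincubated 30min RT with compound in 20mM Tris-HCl pH 8.0, 2mM CaCl2, 2mM beta-mercaptoethanol, 0.05% CHAPS; 25nM Ub-CHOP2 plus 25nM reporter substrate added, fluorescence (Ex485/Em531) read after 60min.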
# B2AR arrestin – recruits beta-arrestin to the human beta2-adrenergic receptor. beta-arrestin recruitment to beta2AR, cell-based reporter. AID 492947. hit rate 0.02% among 330,000. Potency, µM (highest dose often 46.1 µM), for inactives: top-dose activation, hits mostly activators;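 further: potency means the concentration at half of the fitted maximal effect; 0% = DMSO controls and full agonism = EC100 isoproterenol or metaproterenol; nearly all actives have a fitted effect of over 65% in size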
# Target sequence (P07550 whole entry, looked up): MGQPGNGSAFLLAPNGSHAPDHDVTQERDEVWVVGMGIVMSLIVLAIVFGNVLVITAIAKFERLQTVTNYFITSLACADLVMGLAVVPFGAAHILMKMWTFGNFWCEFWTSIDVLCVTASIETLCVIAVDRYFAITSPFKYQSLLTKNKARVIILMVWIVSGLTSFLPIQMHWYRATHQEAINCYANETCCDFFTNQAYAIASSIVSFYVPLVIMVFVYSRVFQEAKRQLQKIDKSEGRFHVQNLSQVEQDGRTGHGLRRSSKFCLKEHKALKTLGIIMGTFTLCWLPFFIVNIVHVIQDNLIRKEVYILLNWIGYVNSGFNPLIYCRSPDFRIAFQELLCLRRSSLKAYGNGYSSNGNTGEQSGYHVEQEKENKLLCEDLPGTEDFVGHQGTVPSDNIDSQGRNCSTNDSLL
# ELG1 DNA repair – ELG1-dependent DNA repair inhibition | HEK293T ELG1-luciferase reporter, luminescence, 16 h; DNA damage induced by 5-fluorouridine | Potency, µM (titrated, usually from 46.1 µM), inactives show at the highest dose activity change, negative = inhibition, usual class: inhibitors | hit rate 2.3% among 330,000; further: potency means the concentration at half of the fitted maximal effect; on the % scale 0 is the no-effect control and ±100 the full control effect; nearly all actives have a fitted effect of over 55% in size
#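 Luminescence from the luciferase reporter, measured 30 min after ONE-Glo reagent at room temperature, was the read-out. Beforehand, 2,000 cells per well were exposed for 16 hr at 37 °C to 5-fluorouridine together with compound or vehicle.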
# Tb PFK inh – inhibitors of T. brucei phosphofructokinase | O15648 | T. brucei PFK, ADP-Glo luminescence | Potency, µM (top dose mostly 57.5 µM), inactives show top-dose activity, negative = inhibition, most hits filed as inhibitors | hit rate 0.17% among 330,000;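 further: potency means the concentration at half of the fitted maximal effect; 0% = uninhibited 1x PFK enzyme wells and -100% = no-enzyme wells; nearly all actives have a fitted effect of over 60% in size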
# Target sequence (O15648 whole entry, looked up): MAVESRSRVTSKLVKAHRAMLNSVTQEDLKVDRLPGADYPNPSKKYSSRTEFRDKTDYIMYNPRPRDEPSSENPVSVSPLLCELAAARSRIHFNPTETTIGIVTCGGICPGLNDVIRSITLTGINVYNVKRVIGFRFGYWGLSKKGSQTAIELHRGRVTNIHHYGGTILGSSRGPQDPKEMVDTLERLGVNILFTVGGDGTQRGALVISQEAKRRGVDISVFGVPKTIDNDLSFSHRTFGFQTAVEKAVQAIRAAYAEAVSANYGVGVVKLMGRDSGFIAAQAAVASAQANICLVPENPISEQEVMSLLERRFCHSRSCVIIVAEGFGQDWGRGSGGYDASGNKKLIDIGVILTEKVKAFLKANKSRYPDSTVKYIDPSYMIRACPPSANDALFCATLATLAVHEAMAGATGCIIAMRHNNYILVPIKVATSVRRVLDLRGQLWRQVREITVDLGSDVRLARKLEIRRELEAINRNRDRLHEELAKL
#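 PFK 1.25 nM, F6P 0.5 mM, ATP 0.1 mM, 0.1 M TEA pH 8.0, 5 mM MgCl2, 0.01% Tween20, 0.1% BSA; 45 min RT. ADP-Glo readout. qHTS titration up to 57 uM; curves fitted, compounds curve-classed.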
# Starred values were filed as active, the others as inactive; ? = inconclusive; / = no result given; [ ] = remark or other dose. Unless noted, the call rests on the fitted dose curve; in most records, active means well fitted curve in the direction sought with a large enough effect; inconclusive means small, poorly fitted or top-dose-only effect, or another doubt; inactive means no such curve, though single readings can be large; an effect the other way counts as inactive or inconclusive.
SMILES,Chronic BCR inh,uPA surface inh,TSHR antagonist,Eya2 phos inh,TSG101-PTAP inh,Mito fusion act,TCR act,USP2a block,B2AR arrestin,ELG1 DNA repair,Tb PFK inh
COc1ccc(NC(=O)CSc2nnc(NC(=O)C3CCC3)s2)cc1,-1%,3%,3,7%,0%,12%,5%,1%,0.1%,?,-11%
C=CCNc1cnn(-c2ccc(C)cc2)c(=O)c1Sc1ccc(C)cc1,3%,-7%,7,-9%,-9%,21%,9%,3%,-0.1%,-16%,2%
Cc1ccc(NC(=O)CSc2nc3ccccc3nc2N2CCCC2)cc1,5%,-16%,-7,?,0%,-8%,0%,3%,0.0%,?,-2%
CCS(=O)(=O)Nc1cc(OC)c(OC)cc1Cc1nccc2cc(OC)c(OC)cc12,?,1%,29,?,1%,5%,-2%,1%,-0.7%,-29%,2%
C/C(=N/NC(=O)CN1CCN(S(=O)(=O)c2ccc(C)cc2)CC1)c1cccc(O)c1,-2%,4%,0,0%,-4%,-3%,10%,-1%,0.4%,0%,0%
O=C(NCc1ccccc1F)C1CCCN1S(=O)(=O)c1ccc(Cl)cc1 (configuration not stated),0%,-5%,-12,-5%,-1%,3%,6%,-8%,-0.4%,-12%,1%
Cc1cc(C)c(C)c(S(=O)(=O)NCCCn2ccnc2)c1C,0%,-5%,4,7%,-1%,-1%,3%,0%,-0.7%,-13%,-5%
Cn1c(=O)c2c(nc(CN3CCN(c4ccc(F)cc4)CC3)n2Cc2ccccc2F)n(C)c1=O,-1%,3%,15,24%[15.4 µM],0%,-4%,3%,-1%,-0.7%,6.5µM*,3%
Cc1cccc(C)c1NC(=O)CN(C)C(=O)c1ccccc1SCC(=O)N1CCCC1,-6%,-1%,4,14%,-1%,-4%,-7%,2%,-0.5%,18%,0%
CCCCCNC(=O)N[C@H](C(=O)O)C(C)C,10%,1%,5,7%,-5%,-1%,-1%,4%,-0.4%,22%,0%
COc1ccc(C(C)C)cc1S(=O)(=O)Nc1ccccn1,1%,1%,-2,17%,-5%,1%,-2%,-2%,-0.2%,-1%,-2%
CCOc1ccc(OCC)c(-c2c(=O)n(OCc3ccc(C(C)(C)C)cc3)c3ccccc3[n+]2[O-])c1,1%,/,12,-4%,-4%,3%,-2%,4%,-0.8%,?,-1%
CCOC(=O)c1ccc(N2C(=O)C3CC=CCC3C2=O)cc1 (configuration not stated),4%,2%,-10,4%,-8%,0%,0%,-2%,-0.1%,26%,-14%
CCC1(C)Cc2ccccc2-c2nc(NN)[nH]c(=O)c21 (configuration not stated),?,1%,2,-12%,-1%,?,-2%,-2%,-0.3%,4%,12%
Cc1cccc(N2CCN(S(=O)(=O)c3ccc4c(c3)NC(=O)C(C)S4)CC2)c1C (configuration not stated),?,-6%,-16,5%,-11%,11µM*,16%,-1%,-0.1%,-6%,1%
CC(=O)c1ccc(OCCCC(=O)N(CCC2=CCCCC2)c2c(N)n(Cc3ccccc3)c(=O)[nH]c2=O)cc1,-20%,-7%,-13,3%,1%,-1%,-6%,-2%,-1.0%,-29%,-4%
CC(=NCCN1CCNCC1)C1=C(O)CC(C)(C)CC1=O,-2%,-2%,18,2%,-15%,2%,-6%,1%,-0.8%,1%,6%
COc1cccc(N2CCN(C3CC(=O)N(c4ccc(Cl)cc4)C3=O)CC2)c1 (configuration not stated),0%,0%,8,-9%,-6%,-2%,3%,0%,0.1%,-3%,0%
O=C(OCC(=O)N1CCN(C(=O)c2ccco2)CC1)c1cc(-c2ccc(Cl)c(Cl)c2Cl)nc2ccccc12,-17%,-8%,-17,24%,-3%,4%,0%,2%,0.4%,?,0%
CCCNC(=O)C(Cc1ccccc1)NS(=O)(=O)c1ccc2c(c1)CCC(=O)N2 (configuration not stated),?,-3%,5,2%,0%,0%,-5%,5%,-0.2%,2%,-2%
Cc1nn(-c2ccccc2)c(N)c1N=Nc1cccc(S(=O)(=O)N2CCOCC2)c1,-17%,0%,?,19%,-3%,11%,-12%,-1%,-0.8%,0%,0%
O=C(NCc1n[nH]c(=S)n1-c1ccc(Br)cc1)c1ccc(S(=O)(=O)N2CCCCC2)cc1,-2%,-1%,-11,7%,0%,-5%,0%,1%,-0.4%,4%,-3%
COC(=O)c1ccc(NC(=O)CSc2ccc(-c3ccccn3)nn2)cc1,7%,2%,-7,8%,1%,-5%,3%,1%,-0.4%,4%,-1%
O=C(Cn1c(NCCO)nc2ccccc21)NCC(F)(F)F,-1%,-6%,-3,9%,-8%,-4%,-3%,7%,0.1%,1%,0%
C=CCOc1ccc(C2C(C#N)=C(N)N(Nc3ccccc3)C3=C2C(=O)CCC3)cc1OC (configuration not stated),?,-12%,9,13%,-6%,0%,3%,8%,0.1%,-2%,9%
CN(C(=O)c1ccc2c(c1)SC1=NS(=O)(=O)CCN12)C(c1ccccc1)c1ccccc1,?,7%,13,-4%,-2%,0%,-3%[46.1 µM],0%,-0.1%,26µM*,-4%
COc1cc(-c2nc3ccc4ccccc4c3c3c2CCC3)cc(OC)c1O,12%,-7%,-10,2%,-2%,-23%,-2%[46.1 µM],2%,7.4%,?,-3%
O=C(COc1ccc(Cl)cc1Cl)Nc1ccc2nc3n(c(=O)c2c1)CCCC3,0%,-9%,-18,-2%,-7%,9%,5%,-9%,-0.3%,-20%,-8%
COc1ccc2c(c1)cc(C(=O)O)n2C,?,/,1,12%,2%,-4%,9%,0%,0.0%,5%,0%
COC(=O)C1=C(C)NC(=S)NC1c1ccco1 (configuration not stated),5%,2%,7,10%,0%,-2%,-1%,-1%,-0.1%,10%,-2%
COC(=O)c1c(-c2ccccc2OC)sc2cc3c(cc12)OCO3,-3%,5%,-44,3%,-1%,/,8%,4%,0.4%,5%,4%
Cc1cccc(Nc2nc(N)nc(CCl)n2)c1C,?,-13%,9,?,0%,-4%,-2%,1%,-0.7%,9.2µM*,-6%
C/C(Cc1ccccc1)=N\NC(=O)c1ccccn1,?,-7%,0,1%,0%,0%,-6%,0%,-0.2%,?,-3%
Fc1ccc(NC(=S)Nc2cccnc2)cc1,3%,-3%,0,-6%,0%,0%,-1%,2%,-0.1%,-13%,0%
COc1nc(NC(=O)c2ccc(F)cc2)nc(OC)c1-c1ccccc1,2%,3%,9,0%,0%,30%,-4%,-3%,-0.6%,2%,6%
O=C(CCCCC(=O)N1CCOCCOCCOCC1)OCc1ccccc1,6%,0%,7,0%,2%,-3%,0%,-1%,0.1%,6%,0%
CCN(CC)S(=O)(=O)c1ccc(N2CCc3ccccc3C2)nc1,?,-7%,-3,-6%,-4%,-8%,-4%,-11%,-0.4%,-1%,2%
CCC1Oc2ccccc2N(CC(=O)NC2CC2)C1=O (configuration not stated),2%,0%,9,9%,-1%,1%,1%,0%,-0.5%,1%,-2%
CC(C)C(C)NC(=O)COc1ccc(Sc2ccc(OCC(=O)NC(C)C(C)C)cc2)cc1 (configuration not stated),5%,-1%,?,-4%,0%,3%,-1%[46.1 µM],-2%,-0.2%,8.2µM*,-1%
CC1=NOC(=O)/C1=C\c1ccc(-c2cccc(Cl)c2)o1,10%,-6%,2,0%,-6%,-7%,-2%,2%,?,?,21µM*
COc1cnc(N(C)C)nc1Sc1cccc(Cl)c1,?,-4%,-2,-23%,1%,5%,1%,-4%,0.1%,-3%,-3%
CCCCCOc1ccc(NS(C)(=O)=O)cc1,?,7%,21,1%,-1%,-2%,-1%,2%,-0.5%,?,1%
CCOc1ccc(C2CC(c3c(O)c4ccccc4oc3=O)=NN2c2ccccc2)cc1OC (configuration not stated),-12%,-2%,-7,4%,?,-1%,-2%,?,0.0%,3%,-5%
O=C(NC1CCCCCCC1)C1CCN(S(=O)(=O)N2CCC3(CC2)OCCO3)CC1,-9%,0%,-3,-11%,-3%,1%,1%,2%,-0.9%,-11%,-2%
CCn1c(CN2CCN(Cc3ccc(C)cc3)C(CCO)C2)nc2ccccc21 (configuration not stated),?,2%,-2,-7%,-6%,-5%,5%,-1%,0.3%,-9%,9%
Cc1noc(C)c1-c1nc(CS(=O)(=O)c2ccc(F)cc2)no1,-4%,-23%,2,11%,4%,-2%,-11%,2%,-0.6%,16%,0%
